From PubChem
DSG3 Ab inh = human desmoglein-3 autoantibody binding inhibition | P32926 | DSG3-coupled beads, scFv-anti-DSG3-GFP binding, flow cytometry; stronger effect = lower value | binding (percent of control), % at 10 µM | 310,000 tested, 0.48% active;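 active = binding more than 3 SD below its plate's average and above zero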;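 note: hits lower antibody fragment binding to DSG3; some compounds called inactive have numbers as strong as hits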
C-LANA FP = inhibitors of KSHV LANA C-terminal domain DNA binding | inhibition, % at 9 µM | 340,000 tested, 0.078% active | MBP-C-LANA/FAM-LBS DNA binding, fluorescence polarization | AID 504423;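 active = highest replicate inhibition at or above 60% at 9 µM, even if other replicates fall short; inactive = all replicates below 60% inhibition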;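 note: 0% = neutral control wells and 100% = 4 µM acridine orange control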
Arrestin-AP2 inh = blocks beta-arrestin peptide binding to AP2 adaptin. inhibition, % at 10 µM. 340,000 tested, 0.31% active. FITC-arrestin peptide / GST-AP2 beads, flow cytometry; AP2 beta2 appendage carries R879A mutation;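 active = inhibition above a set limit, near 3 SD of compounds lacking own fluorescence, cut at about 54% in these data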;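 note: plate controls were DMSO wells for no effect and 5 µM unlabelled arrestin peptide for full effect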
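System: GST-AP2 R879A glutathione beads | Also added: FITC-arrestin peptide, 50 nM | Times: 12 min plus 1 h, RT | Signal: Bead flow cytometry, FITC channel | Buffer or medium: PBS with 0.05% Tween 20 and 0.1% BSA | Read-out basis: Percent drop in bead-associated FITC signal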
Wnt act = activators of Wnt/beta-catenin signaling. 300,000 tested, 1.2% active. activation, % at 9.35 µM. Wnt/beta-catenin reporter cell assay, activator, plate reader. AID 743398; in the data active = activation above about 30%, passing the limit was not always enough;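 note: 0% = neutral control wells and 100% = positive control wells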
RTF Ca sens inh = cardiac RTF calcium desensitization. P19429+P45379. IANBD-labeled cardiac RTF, Ca2+ fluorescence. inhibition, % at 7.15 µM. 340,000 tested, 0.12% active;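 active = inhibition above the mean inhibition of all tested compounds plus 3 SD, cut at about 17% in these data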;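 note: assay run at fixed EC70 calcium of 1.6 mM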
OPRM1-OPRD1 ag = OPRM1-OPRD1 heterodimerization agonism. 340,000 tested, 0.3% active. P35372+P41143. cells, luminescence. AID 504326. activation, % at 9.3 µM; in the data active = activation above about 18%;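 note: 0% = vehicle-treated cells and 100% = reference agonist; values of inactives mirror those of a sister screen read the other way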
RTF Ca sens act = cardiac RTF calcium sensitization; activation, % at 7.2 µM; P19429+P45379; IANBD-labeled TnC RTF fluorescence at EC20 calcium; 0% EC20 calcium, 100% full calcium; 340,000 tested, 0.24% active; AID 493008;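 active = activation above the mean over all tested compounds plus 3 SD, cut at about 30% in these data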;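 note: rise in fluorescence read as greater calcium sensitivity of cardiac thin filaments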
MOR-DOR inv ag = mu-delta opioid heterodimer inverse agonism. P35372+P41143. cell-based MOR-DOR heterodimer luminescence. inhibition, % at 9.3 µM. 340,000 tested, 0.21% active. AID 504357; in the data active = inhibition above about 22%, passing the limit was not always enough;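 note: 0% = cells with DMSO and 100% = wells without cells with DMSO; values of inactives mirror those of a sister screen read the other way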
V-ATPase pHluor = regulators of yeast V-ATPase proton transport; S. cerevisiae, pHLuorin cytosolic pH fluorescence; response, % at 10 µM; 350,000 tested, 0.37% active; AID 504577; in the data active = response mostly above about 7.3%, no sharp cut-off; inactive = mostly below about 5.4%; note: actives read high; inactives centre near 0; some compounds called inactive have numbers as strong as hits; reference of the scale not given here
Keap1-Nrf2 PPI = disrupts human Keap1 binding to Nrf2 peptide. Keap1 Kelch-Nrf2 peptide fluorescence polarization, 1536-well. inhibition, % at 9.4 µM. AID 504523. Q14145. 340,000 tested, 0.15% active; in the data active = inhibition above about 12%;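 note: human Keap1 Kelch domain with fluorescein labeled Nrf2 9mer peptide probe; 0% = neutral control wells and 100% = peptide positive control; higher means more block of Keap1 binding to Nrf2 peptide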
Target sequence (Q14145 whole entry, looked up, the tested form may be a part): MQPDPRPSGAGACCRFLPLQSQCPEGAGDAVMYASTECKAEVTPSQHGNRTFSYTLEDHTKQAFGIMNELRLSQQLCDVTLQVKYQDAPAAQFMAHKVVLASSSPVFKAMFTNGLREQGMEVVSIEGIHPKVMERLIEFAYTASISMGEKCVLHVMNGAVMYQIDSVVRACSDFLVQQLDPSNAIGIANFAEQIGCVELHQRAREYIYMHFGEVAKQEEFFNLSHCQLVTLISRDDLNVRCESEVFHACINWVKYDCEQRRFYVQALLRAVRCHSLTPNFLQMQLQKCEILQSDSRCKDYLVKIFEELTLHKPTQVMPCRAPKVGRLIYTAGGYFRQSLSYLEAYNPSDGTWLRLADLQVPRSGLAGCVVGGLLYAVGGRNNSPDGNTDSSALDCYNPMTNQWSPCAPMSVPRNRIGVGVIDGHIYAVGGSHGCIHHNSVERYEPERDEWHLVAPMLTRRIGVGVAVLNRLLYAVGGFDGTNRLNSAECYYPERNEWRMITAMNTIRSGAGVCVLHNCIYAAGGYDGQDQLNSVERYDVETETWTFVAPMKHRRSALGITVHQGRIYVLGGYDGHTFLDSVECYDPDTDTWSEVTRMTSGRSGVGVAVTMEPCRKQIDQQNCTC
Starred values were filed as active, the others as inactive; . = no result given.

SMILES	DSG3 Ab inh	C-LANA FP	Arrestin-AP2 inh	Wnt act	RTF Ca sens inh	OPRM1-OPRD1 ag	RTF Ca sens act	MOR-DOR inv ag	V-ATPase pHluor	Keap1-Nrf2 PPI
c1ccc(C2CN3CCC2CC3)cc1 (stereo unspecified)	106.0	.	9.0	-2.7	.	.	.	.	-1.2	.
O=C(CSC1c2ccccc2-c2ccccc21)N/N=C/c1ccccc1	103.9	2.3	16.6	0.2	-4.7	6.7	12.9	-37.8	-8.4	-0.7
Cc1ccccc1CN1CCN(Cc2ccccc2)CC1	92.6	0.3	-8.5	-4.3	1.6	3.9	-2.1	-24.6	-2.6	8.4
COc1ccccc1N=C1SCCCN1C	104.4	1.2	-4.0	.	-2.5	0.9	-2.6	-4.8	0.6	0.2
CCOc1cc(C(=O)N2CCC3(CC2)OCCO3)cc(OCC)c1OCC	100.3	-1.6	-8.9	-0.4	-4.8	-1.3	-2.0	7.2	0.1	-0.4
COc1ccc(C(C)=O)cc1CC(C(=O)c1ccccc1)N(C)C (stereo unspecified)	107.2	-0.1	-1.4	8.6	0.9	-2.6	3.5	13.6	0.1	-5.7
COc1ccc(-c2cc(=Nc3ccccc3)c3cc(C)ccc3o2)cc1	87.3	-0.2	9.4	-6.2	-10.4	4.6	2.0	-29.8	-1.7	2.0
COC(=O)C1=C(c2ccc(Cl)c(C(F)(F)F)c2)C[C@@H]2CC[C@H]1N2C(=O)NCCNC(C)=O	106.2	2.4	7.1	-3.5	6.7	-2.1	0.2	11.5	-1.1	-4.1
CN1CC=C2C(C#N)=C(N)C(C#N)(C#N)C(c3ccncc3)C2C1 (stereo unspecified)	109.6	43.2	3.5	-1.0	-20.7	-3.6	24.7	15.3	0.8	15.4*
O=c1[nH]c(N2CCN(Cc3ccc4c(c3)OCO4)CC2)nc2c1CCC2	110.0	-0.7	19.9	0.8	-10.1	-3.5	-8.2	14.8	1.3	0.4
Cc1cccc(-n2c(O)c(C=NCc3cccnc3)c(=O)[nH]c2=O)c1C	99.8	1.7	3.3	.	-4.3	-2.7	6.4	13.0	2.4	-6.7
CC/C=C/CC(=O)N[C@@H](c1ccccc1)[C@@H](O)C(=O)O[C@H]1C[C@@]2(O)[C@@H](OC(=O)c3ccccc3)C3[C@](C)(C(=O)[C@H](OC(C)=O)C(=C1C)C2(C)C)[C@@H](O)C[C@H]1OC[C@@]31OC(C)=O (stereo partly specified)	99.5	0.0	-4.3	-13.7	-3.4	-3.7	-1.8	20.5	0.0	-0.8
CCN1CCN(Cc2ccccc2C)CC1	101.5	0.8	-2.2	.	-3.3	-2.4	-4.0	11.8	8.1	-0.8
O=C(O)CC1OCC=C2CN3CCC45C6=CC(=O)C(=O)C([N+](=O)[O-])=C6NC4C1C2CC35 (stereo unspecified)	97.1	3.5	-6.4	.	0.6	7.3	-2.9	-32.7	0.1	-46.8
CCC(CC)NC1CCCCC1OC (stereo unspecified)	108.3	-0.5	-6.7	.	-28.0	-3.0	-2.4	18.9	4.1	-0.7
CCN(CC)Cc1c[nH]c2ccccc12	105.2	1.2	30.6	.	-4.8	-1.8	-1.3	7.5	0.5	2.3
CC(=O)OC1(c2ccccc2)CCN(C)C2CCCCC21 (stereo unspecified)	98.4	0.6	12.9	.	-11.9	-0.7	-1.6	4.0	-0.2	0.6
COC(=O)C1=C(c2ccc(F)cc2OCc2ccccc2)C[C@@H]2CC[C@H]1N2C(=O)NCc1ccc(OC)c(OC)c1	95.8	-0.1	-9.2	-4.1	-3.1	-0.6	16.1	3.5	2.0	-1.0
C[C@]12CCC(=O)C=C1CCC1C2CC[C@@]2(C)C1CC[C@@]2(O)CC#N (stereo partly specified)	86.1	-2.2	-10.3	-0.8	-17.7	1.3	7.7	-7.1	-2.0	-2.4
COc1ccc(CCN(C)Cc2ccc(F)cc2F)cc1OC	100.4	0.0	-1.6	34.4*	-0.2	-1.1	4.8	6.5	4.3	4.3
C=CCCC1(C(C)C)C(=O)NC(=S)NC1=O	101.5	-1.2	28.4	-1.0	-6.6	-5.5	-4.2	23.9	1.9	0.7
Cc1ccsc1C(=O)C1CCCN(Cc2ccc(O)cc2)C1 (stereo unspecified)	100.6	0.5	15.1	-0.6	2.2	1.8	-3.4	-9.2	-0.7	1.7
ClCCN(CCCl)c1ccc(-n2cnc3c(Cl)ncnc32)cc1	112.8	0.3	-9.1	-5.7	3.9	-2.6	2.2	13.5	-3.1	-3.2
CNC(=S)N(C)CCc1cc2c(c(OC)c1C=C1C(=O)NC(=O)NC1=O)OCO2	95.0	0.1	-2.8	1.1	-2.1	-2.7	-2.2	14.0	1.2	0.6

Some of these compounds in order of SMILES length, highest first:
SMILES	DSG3 Ab inh	C-LANA FP	Arrestin-AP2 inh	Wnt act	RTF Ca sens inh	OPRM1-OPRD1 ag	RTF Ca sens act	MOR-DOR inv ag	V-ATPase pHluor	Keap1-Nrf2 PPI
CC/C=C/CC(=O)N[C@@H](c1ccccc1)[C@@H](O)C(=O)O[C@H]1C[C@@]2(O)[C@@H](OC(=O)c3ccccc3)C3[C@](C)(C(=O)[C@H](OC(C)=O)C(=C1C)C2(C)C)[C@@H](O)C[C@H]1OC[C@@]31OC(C)=O (stereo partly specified)	99.5	0.0	-4.3	-13.7	-3.4	-3.7	-1.8	20.5	0.0	-0.8
COC(=O)C1=C(c2ccc(F)cc2OCc2ccccc2)C[C@@H]2CC[C@H]1N2C(=O)NCc1ccc(OC)c(OC)c1	95.8	-0.1	-9.2	-4.1	-3.1	-0.6	16.1	3.5	2.0	-1.0
C[C@]12CCC(=O)C=C1CCC1C2CC[C@@]2(C)C1CC[C@@]2(O)CC#N (stereo partly specified)	86.1	-2.2	-10.3	-0.8	-17.7	1.3	7.7	-7.1	-2.0	-2.4
COc1ccc(-c2cc(=Nc3ccccc3)c3cc(C)ccc3o2)cc1	87.3	-0.2	9.4	-6.2	-10.4	4.6	2.0	-29.8	-1.7	2.0
COc1ccc(C(C)=O)cc1CC(C(=O)c1ccccc1)N(C)C (stereo unspecified)	107.2	-0.1	-1.4	8.6	0.9	-2.6	3.5	13.6	0.1	-5.7
Cc1ccccc1CN1CCN(Cc2ccccc2)CC1	92.6	0.3	-8.5	-4.3	1.6	3.9	-2.1	-24.6	-2.6	8.4
CCN1CCN(Cc2ccccc2C)CC1	101.5	0.8	-2.2	.	-3.3	-2.4	-4.0	11.8	8.1	-0.8

New compounds follow.
SMILES	DSG3 Ab inh	C-LANA FP	Arrestin-AP2 inh	Wnt act	RTF Ca sens inh	OPRM1-OPRD1 ag	RTF Ca sens act	MOR-DOR inv ag	V-ATPase pHluor	Keap1-Nrf2 PPI
CCC1C(c2ccccc2)NC(c2ccccc2)CC1(O)c1ccc(F)cc1 (stereo unspecified)	.	-0.9	-3.6	4.5	6.4	8.1	3.6	-39.8	-3.3	-1.7
Nc1c2c(nc3sc4c(c13)CCCCC4)CCCC2	100.3	-0.2	-1.8	8.0	-4.8	0.6	4.4	-3.3	-0.4	-2.3
CCOC(=O)C1CCN(/C=C2/C(=O)NC(=O)N(c3ccc(OCC)cc3)C2=O)CC1	97.8	-1.5	4.4	-0.5	-12.6	0.5	2.9	-3.1	-5.6	-6.8
COc1ccc([C@@H](O)[C@@H](N)c2ccccc2)cc1	103.7	.	-15.8	-0.7	.	.	.	.	-0.1	.
Cc1ccc(-c2cc(C(=O)N3CCC4(CC3)OCCO4)no2)cc1	.	-1.6	1.2	1.0	-2.5	-2.0	3.4	9.3	-0.6	-2.5
CC(CC(C#N)(c1ccccc1)c1ccccc1)N1CCCCC1 (stereo unspecified)	94.4	-0.1	5.0	-3.1	1.4	-0.1	-5.4	0.2	-1.6	-1.3
Cc1nn(Cc2ccc(Cl)cc2Cl)c(Cl)c1C(=O)Nc1ccc(OC(F)F)cc1	104.9	1.2	-0.1	24.8	-5.8	11.0	2.2	-57.6	0.8	-1.6
COc1cc(C)c(-c2nc(CN3C[C@@H]4C[C@@H](C3)c3cccc(=O)n3C4)c(C)o2)cc1C	99.3	-0.1	7.0	-0.4	-2.8	0.3	3.5	-1.5	0.3	-4.5
Oc1ccccc1-[n+]1c(-c2ccccc2)cc(-c2ccccc2)c(O)c1-c1ccccc1	100.1	3.1	1.9	22.5	1.1	11.4	1.8	-65.9	-1.9	-5.2
Nc1cc(N2CCNCC2)c([N+](=O)[O-])cc1Cl	.	-0.4	-5.0	-2.6	10.1	-1.8	-5.1	9.3	0.2	0.9
CC1=C2[C@@H]3OC(=O)[C@H](C)C3CC[C@@]2(C)C=CC1=O (stereo partly specified)	103.7	-0.1	0.1	0.4	-10.3	-2.6	-3.7	12.8	1.5	2.9
CCOc1ccc(-c2cc(C)[n+](CCN(CC)CC)c(-c3ccc(OCC)cc3)c2)cc1	97.4	18.8	7.2	-0.2	-1.3	-0.8	8.4	3.9	7.2	-4.9
CC(C(=O)Nc1ccc(Br)cc1C(=O)c1ccccc1)N1CCCCC1 (stereo unspecified)	100.2	-0.6	10.6	.	-3.2	3.3	-3.2	-15.1	-2.3	-0.5
CC12CCC(=O)C=C1CC(O)C1C2CCC2(C)C1CCC2(C)O (stereo unspecified)	.	1.3	-10.0	-3.2	3.8	-4.6	-0.8	22.1	-1.5	-0.7
CC(C)CCOC(=O)c1c(N)n(CC2CCCO2)c2nc3ccccc3nc12 (stereo unspecified)	74.4	0.7	7.6	.	-6.2	-4.3	0.1	23.4	0.6	-4.3
Cc1oc(-c2cccs2)nc1CSCC(=O)N1CCC2(CC1)OCCO2	96.0	1.8	1.0	-1.8	1.7	-2.8	0.1	16.4	-2.3	1.2
CN1C(=O)C(=Cc2ccccc2OCc2ccc(Cl)cc2)C(=O)N(C)C1=O	84.7	26.8	-4.8	5.4	-14.1	-3.1	-2.8	15.4	6.4	1.8
CC(=NCc1cccnc1)c1c(O)n(-c2ccccc2)c(=O)[nH]c1=O	96.8	-4.0	-5.7	.	-0.6	-2.4	-5.2	12.9	4.9	-2.0
CCN(CC)C(=O)c1ccc(NC(=O)Nc2ccccc2F)cc1	100.0	-0.8	-17.9	-2.5	3.8	0.1	-0.9	-0.6	-4.8	-1.5
O=C(O)[C@H]1NC[C@H]2C[C@H]21	96.6	0.9	30.2	-0.2	1.0	-1.8	4.7	9.0	0.5	-6.1
COC(=O)C1=C(c2ccc(-c3ccccc3)c(F)c2)C[C@@H]2CC[C@H]1N2C(=O)N1CCC(C)CC1	105.5	3.2	-1.9	-3.5	-12.0	4.2	-6.5	-23.2	0.5	0.7
CCCN(CC#CCO)CCC	99.3	0.4	3.0	.	-1.8	-1.9	1.0	10.9	-1.1	-1.9
Cn1c(O)c(/C=N/N2CCCCC2)c(=O)[nH]c1=O	105.1	0.2	2.1	0.2	-4.2	-1.7	8.9	9.2	-0.7	-4.1
O=C(CN1CCCCC1)c1ccccc1F	105.4	0.6	29.0	-0.9	0.5	-3.0	7.3	14.0	1.0	0.0
COc1ccccc1CN1CCN(C(=O)COc2ccc3ccccc3c2)CC1	108.7	0.0	-0.7	1.1	-6.3	0.1	-5.8	-0.5	0.8	0.2
CCOCC1(CCc2ccccc2)C(=O)NC(=S)NC1=O	98.1	.	-2.5	-5.4	-1.2	-3.2	-5.7	16.2	2.1	9.6
CCN1C(=O)c2ccccc2Sc2ccc(C(=O)N3CCC4(CC3)OCCO4)cc21	96.5	-0.1	17.8	-2.8	-1.9	-1.3	-12.9	7.0	-2.8	3.2

A portion of the library, so the mix of outcomes need not match the whole.
